Assay outcomes from PubChem BioAssay.
ALOX15B inhib = blocks human 15-lipoxygenase 2 activity. Potency, µM (highest dose often 57.1 µM), inactives show top-dose activity change, negative = inhibition, most hits filed as inhibitors. purified 15hLO-2, xylenol orange hydroperoxide absorbance. O15296. hit rate 0.56% among 110,000. AID 881; note: potency is the fitted concentration of half-maximal effect; nearly all actives have a fitted effect of over 60% in size; many of its hits are not listed in these tables
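Purified human 15hLO-2 (50 nM final) preincubated with compounds 15 min at room temperature in 25 mM Hepes pH 7.5, 0.01% Triton X-100, then 45 uM arachidonic acid added for 90 min; hydroperoxide detected via ferrous/xylenol orange, 573/405 nm absorbance ratio.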
ALOX12 inhib = inhibitors of human 12-lipoxygenase (ALOX12). hit rate 0.12% among 150,000. P18054. AID 1452. purified 12-hLO, xylenol orange hydroperoxide absorbance. Potency, µM (series often up to 57.1 µM), inactives show at the top dose activity change, negative = inhibition, actives largely listed as inhibitors; note: potency is the fitted concentration of half-maximal effect; nearly all actives have a fitted effect of over 55% in size; many of its hits are not listed in these tables
Target sequence (P18054 whole entry, looked up): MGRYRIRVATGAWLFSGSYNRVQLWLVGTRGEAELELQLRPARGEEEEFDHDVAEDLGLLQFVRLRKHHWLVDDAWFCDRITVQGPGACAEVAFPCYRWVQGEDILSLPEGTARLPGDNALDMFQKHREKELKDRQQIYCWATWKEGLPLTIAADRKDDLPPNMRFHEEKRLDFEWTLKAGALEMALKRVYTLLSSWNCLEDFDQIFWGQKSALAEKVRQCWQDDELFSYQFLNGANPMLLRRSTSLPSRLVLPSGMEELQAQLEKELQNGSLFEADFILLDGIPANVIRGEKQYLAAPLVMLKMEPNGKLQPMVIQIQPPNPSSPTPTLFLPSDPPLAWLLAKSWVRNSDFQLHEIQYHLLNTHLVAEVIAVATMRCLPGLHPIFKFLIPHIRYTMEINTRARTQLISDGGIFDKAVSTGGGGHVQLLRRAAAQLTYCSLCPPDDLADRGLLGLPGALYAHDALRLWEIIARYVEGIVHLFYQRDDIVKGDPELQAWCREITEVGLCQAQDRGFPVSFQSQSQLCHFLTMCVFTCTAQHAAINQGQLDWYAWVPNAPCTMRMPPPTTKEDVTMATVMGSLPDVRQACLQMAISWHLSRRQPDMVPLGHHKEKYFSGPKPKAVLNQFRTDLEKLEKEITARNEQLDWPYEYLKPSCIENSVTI
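Xylenol orange chromogenic assay: hydroperoxide from 12hLO oxidises Fe(II), giving red-shifted Fe(III)-XO absorbance. Conditions: 150 nM enzyme, 40 uM arachidonic acid, 25 mM Hepes pH 7.0, 0.01% Triton X-100, 30 min, room temperature.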
PNC assembly inh = blocks assembly of the perinucleolar compartment | PC3M PTB-GFP, PNC prevalence imaging, 16 h; hits give low values | activity change (PNC), negative = inhibition, % at 10 µM | hit rate 3.1% among 140,000;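 active = readout at or below -70, meaning at least 70% loss of cells showing the perinucleolar compartment, a nuclear body marking cancer cells; inconclusive = readout between -30 and a set limit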;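 note: plate controls were DMSO wells for no effect and camptothecin positive control wells for full effect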
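Compounds are pinned in duplicate onto adhered PC3M cells stably expressing GFP-tagged PTB and incubated 16 h at 37 C. Cells are then fixed, nuclei stained with Hoechst, and PNC-positive cells counted.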
IMPase cell inh = IMPase inhibition in cells | CHO-M1 cells, IP1 accumulation, HTRF TR-FRET ratio | P97697 | 120,000 tested, under 10 active | inhibition (IP1 accumulation), % at 46.1 µM; active = well fitted curve in the direction sought with a large enough effect in the signal ratio, not every such curve was filed as active; inconclusive = small, poorly fitted or top-dose-only effect, or a change in a side signal; inactive = no such curve, though single readings can be large or run the other way; the % refers to the signal ratio;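 note: cells stimulated with carbachol in lithium chloride buffer; plate controls were DMSO basal wells for no effect and reference inhibitor wells for full effect; higher means more IMPase inhibition seen as more IP1 and lower FRET ratio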
Target sequence (P97697 whole entry, looked up): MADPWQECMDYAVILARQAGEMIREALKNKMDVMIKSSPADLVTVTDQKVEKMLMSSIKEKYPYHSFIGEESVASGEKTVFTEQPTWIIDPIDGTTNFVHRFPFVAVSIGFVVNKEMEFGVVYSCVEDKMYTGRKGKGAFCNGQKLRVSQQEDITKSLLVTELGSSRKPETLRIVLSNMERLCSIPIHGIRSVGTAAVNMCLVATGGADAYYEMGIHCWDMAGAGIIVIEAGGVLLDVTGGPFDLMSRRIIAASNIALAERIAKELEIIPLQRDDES
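CHO-M1 cells (CHO stably expressing M1 receptor), compound up to 46 uM final, stimulated with carbachol (50 uM as added) in buffer with 50mM LiCl, pH 7.4, 30 min at 37C. Cytosolic IP1 read by TR-FRET; AC50 from Hill fits.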
The depositor's hits bear a star; ? = inconclusive; / = not tested or not shown; & = joins results of further samples; [ ] = dose if it differs, or a comment. Unless noted, calls come from the whole dose curve; as a rule, active = well fitted curve in the direction sought with a large enough effect; inconclusive = small, poorly fitted or top-dose-only effect, or another doubt; inactive = no such curve, though single readings can be large; an effect the other way counts as inactive or inconclusive. Unless noted, % is set by controls: 0 for no effect and ±100 for the full control effect. The list is partial. The share of hits here may be higher or lower than overall.

#	smiles	PNC assembly inh	ALOX15B inhib	IMPase cell inh	ALOX12 inhib
1	CCOC(=O)c1c(/N=C/c2c(O)n(-c3ccc(F)cc3)c(=S)[nH]c2=O)sc2c1CCCC2	-11	-11%	7	-3%
2	CN(N=O)c1cc(O)ccc1O	/	12%	8	-2%
3	C=CCN(CC=C)Cc1c[nH]c2ccccc12	-7	-7%	-4	-6%
4	CCCc1nc2ccccc2c(=O)n1-c1ccccc1OC	30	1%	-5	-2%
5	N#CC(O[C@@H]1OC(COC2OC(CO)C(O)C(O)[C@@H]2O)C(O)C(O)C1O)c1ccccc1 (some centres undefined)	/	-3%	/	3%
6	C=CCN1C(=O)CSc2ccc(C(=O)N3CCC4(CC3)OCCO4)cc21	45	10%	-1	-1%
7	Cc1ccc[n+](CC(O)Cn2c3ccccc3c3ccccc32)c1 (centres undefined)	-6	/	/	15%
8	c1ccc(CCn2nnnc2CN2CCC(n3nnc4ccccc43)CC2)cc1	-6	-1%	-5	-2%
9	COc1ccc(Cn2c(N)c(C(=O)NCc3ccco3)c3nc4ccccc4nc32)cc1	32	-7%	-10	-24%
10	O=C1c2ccccc2C(=O)N1Cc1nc2ccccc2c(=O)n1-c1ccc(Br)cn1	20	-7%	-3	-2%
11	COC(=O)[C@H]1C[C@H]2CC[C@H](O)C[C@H]2N1CC1CC1	/	-4%	/	-3%
12	O=CC=O	/	-15%	/	-2%

Single values from the entries so far:
O=CC=O in ALOX12 inhib → -2%
O=C1c2ccccc2C(=O)N1Cc1nc2ccccc2c(=O)n1-c1ccc(Br)cn1 in ALOX12 inhib → -2%

The results go on.
#	smiles	PNC assembly inh	ALOX15B inhib	IMPase cell inh	ALOX12 inhib
13	Cc1ccccc1NP(=O)(Oc1ccccc1F)Oc1ccccc1F	-20	/	-5	-8%
14	Brc1ccc(Oc2ccc(Br)cc2Br)c(Br)c1	/	-13%	/	-1%
15	COC(=O)[C@@H]1C[C@H]1[C@@H](NP(=O)(c1ccccc1)c1ccccc1)c1ccccc1	41	11%	/	-4%&4%
16	Cc1ccnc(-n2c(-c3ccco3)nc3ccccc3c2=O)c1	?	3%	-6	3%
17	CCC(=NCCc1c[nH]c2ccccc12)c1c(O)n(C)c(=O)n(C)c1=O	9	-6%	4	1%
18	CCCCCSc1cc(OC)c(CCN)cc1OC	?	76%[activator]	-6	-4%
19	Cc1cccc(-n2c(O)c(C=NCc3cccnc3)c(=O)[nH]c2=O)c1C	15	3%	-12	-2%
20	O=c1[nH]c2c(c(=O)n1C1CCCCC1)CCC2	11	4%	-4	0%
21	CCCNC(=O)c1c(N)n(CC2CCCO2)c2nc3ccccc3nc12 (centres undefined)	-2	5%	7	-9%
22	CCOc1ccc(CN(CCCl)CCCl)cc1C(=O)OC	17	-1%	-3	3%
23	CCOc1cc2[nH]c(=S)n(CCCC(=O)N3CCC4(CC3)OCCO4)c(=O)c2cc1OCC	-27	-2%	-1	2%
24	C[C@]12CC[C@H](O)CC1=CCC1C2CC[C@]2(C)C(=O)CC[C@@H]12 (some centres undefined)	/	-7%[0.0915 µM]	3	0%[0.00818 µM]
25	Cc1ccccc1C1=NCC(=O)N(CC(=O)NCc2ccco2)c2sc3c(c21)CCCC3	-11	-11%	4	-23%
26	CC(C)c1ccc(N2C(=O)NC(=O)/C(=C/c3cnc(-c4ccccc4)nc3)C2=O)cc1	-26	/	2	-27%
27	CC(=O)NBr	/	-5%	-7	-2%
28	O=C1NC(=S)NC(=O)C1=Cc1cccc2cc3ccccc3cc12	/	-7%[11.4 µM]	/	-12%[11.4 µM]
29	COc1ccc(C2(C#N)CC[N+](C)(C)CC2)cc1	-27	1%	5	1%
30	CC1(C)CC(=O)C(C=NCCN2CCN(C(=O)Cc3ccc(F)cc3)CC2)=C(O)C1	23	-6%	-9	-11%
31	O=C(/C=C/c1ccccc1)c1c(O)n(CCc2ccccc2)c(=O)[nH]c1=O	?	/	/	-2%
32	O=C(CN1CC(c2ccccc2)CC1=O)Nc1ccccc1 (centres undefined)	?	/	-9	2%
33	O=C(Cn1nc(Cc2cccnc2)c2ccccc2c1=O)N1CCC2(CC1)OCCO2	?	8%	-2	1%
34	C[C@H]1CCC/C=C/C2C[C@H](O)C[C@H]2[C@H](O)/C=C/C(=O)O1 (some centres undefined)	/	5%[0.0915 µM]	/	-1%[0.00818 µM]
35	N[C@@H](Cc1cc(O)c(O)cc1O)C(=O)O	/	33%[activator]	-3	-18%
36	Cc1cccc(C(=O)NC(Oc2ccccc2)C(Cl)(Cl)Cl)c1 (centres undefined)	6	15%	8	2%
37	CC(NCc1cccc(Cl)c1Cl)C(O)c1ccccc1 (centres undefined)	?	/	-7	0%
38	CN1C(=O)C(=CN2CCN(C(=O)c3ccco3)CC2)C(=O)N(C)C1=S	-7	/	/	6%
39	CC(C)(O/N=C(\C(=O)N[C@@H]1C(=O)N2C(C(=O)[O-])=C(C[n+]3ccccc3)CS[C@@H]12)c1csc(N)n1)C(=O)O	/	37%[activator][25.6 µM]	-7[20.6 µM]	-6%[25.6 µM]
40	CCC(CC)NC1CCCCC1OC (centres undefined)	18	/	/	-2%
41	C=CC(N)=O	/	-14%&-1%	/	4%&1%
42	CCOC(=O)C1=C(C)OC(N)=C(C(=O)OCC)[C@@]12C(=O)N(CC(N)=O)c1ccccc12	43	1%	11	3%
43	O=C(c1ccccc1F)c1cn(Cc2ccc(F)cc2)c2ccccc12	-26	/	/	1%
44	O=C1C2CCCN2C(c2ccncc2)N1c1ccc(Cl)c(Cl)c1 (centres undefined)	?	21%	-1	-11%
45	COc1ccc(Cn2c(O)c(C=Nc3c(C)n(C)n(-c4ccccc4)c3=O)c(=O)[nH]c2=O)cc1	28	/	/	-3%
46	c1ccc2ncccc2c1	/	-5%	/	1%
47	O=Cc1cn(Cc2ccc([N+](=O)[O-])cc2)c2ccccc12	-16	/	/	-1%
48	c1ccc2c(c1)CCCC2	/	5%	/	-5%
49	C[C@@](Br)(C(=O)O)[C@H](Br)C(=O)O	/	-3%[11.4 µM]	/	3%[11.4 µM]
50	CCN(CC)C(=O)N[C@@H]1C[C@H]2c3cccc4[nH]cc(c34)C[C@@H]2N(C)C1	/	7%&7%[25.6 µM]	-5&4[20.6 µM]	1%&-3%[25.6 µM]
51	CN1CCc2c(C#N)c(Cl)nc(Cl)c2C1	?	/	-8	0%
52	CN(C)c1ccc(N=Nc2ccccc2)cc1	/	-3%	/	-1%
53	O=S(=O)(O)/C(=C\c1ccccc1)c1ccccc1 (tested in a mixture with another compound)	/	-14%[11.4 µM]	/	7%[11.4 µM]
54	CCCC1=C(C(=O)OCC)C2(C(=O)Nc3ccccc32)C(C#N)=C(N)O1 (centres undefined)	0	7%	7	-12%
55	COc1cc(CN2CCN(C(=O)COc3ccccc3)CC2)cc(OC)c1OC	?	-5%	7	-5%
56	COc1ccc(CCn2c(O)c(C=NCCCO)c(=O)[nH]c2=O)cc1OC	-8	5%	0	-4%
57	CC12CCCCC1=NC(c1ccc(Br)cc1)N2O (centres undefined)	15	-25%	4	-6%
58	Cc1nc2ccccc2c(=O)n1-c1ccc(F)cc1	-21	-3%	12	2%
59	Fc1ccccc1CCNCc1ccccc1	3	/	/	0%
60	COc1ccccc1N1CCN(Cc2ccccc2F)CC1	?	2%	10	-7%
61	O=Cc1ccccc1	/	-11%	/	1%
62	S=C1CN=C(c2ccccc2)c2cc(Cl)ccc2N1	-24	/	5	-22%
63	CC(C)CCn1c(N)c(C(=O)NCc2cccs2)c2nc3ccccc3nc21	35	20%	3	-10%
64	Oc1cc(Cl)ccc1Cl	/	-5%	/	-2%
65	CC(Cc1ccccc1)NC(=O)CN1CCCC1=O (centres undefined)	5	/	/	-1%
66	O=C(O)C(O)(c1ccc(-c2ccccc2)cc1)c1ccc(-c2ccccc2)cc1	/	-12%[11.4 µM]	/	-9%[11.4 µM]
67	C/C(=N\Nc1ccccc1)c1c(O)n(Cc2ccccc2)c(=O)[nH]c1=O	30	/	11	-19%
68	CCOC(=O)C1=C(N)Oc2cc(C)oc(=O)c2C12C(=O)N1c3c(cccc32)C(C)=CC1(C)C (centres undefined)	16	-24%	?	0%
69	CCOC(=O)c1c(C)n(CCN2CCN(C)CC2)c2ccc(OC)cc12	52	41%[activator]	?	-3%
70	O=C(CN1CCCC1=O)Nc1ccccc1	-3	0%	-3	0%
71	O=C(NCC(c1cccnc1)N1CCN(c2ccccc2)CC1)Oc1ccccc1 (centres undefined)	22	/	-4	16%
72	C[C@]12C=CC(=O)C=C1CC[C@@H]1[C@@H]2CC[C@@]2(C)[C@H]1CC[C@]2(C)O	/	-13%[0.0915 µM]	/	-1%[0.00818 µM]

Some of these compounds in order of count of non-hydrogen atoms, smallest number first.
#	smiles	PNC assembly inh	ALOX15B inhib	IMPase cell inh	ALOX12 inhib
48	c1ccc2c(c1)CCCC2	/	5%	/	-5%
69	CCOC(=O)c1c(C)n(CCN2CCN(C)CC2)c2ccc(OC)cc12	52	41%[activator]	?	-3%
26	CC(C)c1ccc(N2C(=O)NC(=O)/C(=C/c3cnc(-c4ccccc4)nc3)C2=O)cc1	-26	/	2	-27%

The main list resumes, repeating the 3 entries before the break.
#	smiles	PNC assembly inh	ALOX15B inhib	IMPase cell inh	ALOX12 inhib
70	O=C(CN1CCCC1=O)Nc1ccccc1	-3	0%	-3	0%
71	O=C(NCC(c1cccnc1)N1CCN(c2ccccc2)CC1)Oc1ccccc1 (centres undefined)	22	/	-4	16%
72	C[C@]12C=CC(=O)C=C1CC[C@@H]1[C@@H]2CC[C@@]2(C)[C@H]1CC[C@]2(C)O	/	-13%[0.0915 µM]	/	-1%[0.00818 µM]
73	CC(=O)N1CN2CN(C(C)=O)CC(C(=O)c3ccc(Br)cc3)(C2)C1	9	-1%	7	1%
74	Clc1cccc(Cl)c1	/	-7%	/	-3%
75	CC1C(=O)OC2O[C@]3(C)CC[C@H]4C(C)CCC1[C@]24OO3 (some centres undefined)	/	1%	/	1%
76	COc1ccc(OC)c(C2=NOC(C(=O)N3CCC4(CC3)OCCO4)C2)c1 (centres undefined)	?	1%	-8	4%
77	C[C@@H](Cc1ccc2c(c1)OC(C(=O)O)(C(=O)O)O2)NC[C@H](O)c1cccc(Cl)c1	/	4%	-1	-7%
78	COc1cc2c(cc1OC)C(C(=O)NCCC(C)C)C1CCCCN1C2=O (centres undefined)	-119*	/	1	-2%
79	COc1cc(/C=N/NC(=O)Cn2c([N+](=O)[O-])cnc2C)ccc1OC(=O)N(C)C	35	-7%	-2	-8%
80	Fc1ccc2c(c1)nnn2C1CCN(Cc2c(Cl)cccc2Cl)CC1	?	/	-1	3%
81	CC(C)=C[C@H]1[C@@H](C(=O)OCc2cc3c(cc2Cl)OCO3)C1(C)C	/	-2%[11.4 µM]	/	4%[11.4 µM]
82	CCN(CC)CCCNC(=O)c1c(O)c2ccccc2n(Cc2ccccc2)c1=O	28	19%	1	-4%
83	CCC1(CC)C(=O)NC(=O)NC1=O	/	-7%[0.0915 µM]	/	3%[0.00818 µM]
84	CCCCC#N	/	-5%	/	1%
85	O=C(CNC(=O)c1ccccc1Cl)Nc1ccc(Br)cc1C(=O)c1ccccc1	32	/	2	-2%
86	CCN(CC)S(=O)(=O)c1ccc(NN=C(C#N)C#N)cc1	13	/	/	-22%
87	C[N+](C)(C)CC#CCOC(=O)Nc1cccc(Cl)c1	/	9%	3	1%
88	NCC(CC(=O)O)c1ccc(Cl)cc1 (centres undefined)	?	-4%	-12&-1	1%
89	COc1ccc(CCn2c(O)c(C=NCCN3CCCCC3)c(=O)[nH]c2=O)cc1OC	-1	10%	3	9%
90	CCOC(=O)c1sc(/N=C/c2c(O)n(-c3cccc(C)c3)c(=O)[nH]c2=O)c(C#N)c1C	19	/	/	-5%
